PrPC surface inh – reduces human prion protein on the cell surface; P04156; cell surface PrPC, TR-FRET read-out; inhibition, % at 13.8 µM; actives 0.43% (n = 370,000); AID 720596; in the data active = inhibition above about 24%; note: 0% = median of the test wells and 100% = reference compound wells
GDH-TPI inh – GDH-TPI coupled enzyme inhibition counter-screen | GDH-TPI coupled enzyme counterscreen, NADH absorbance | actives 1.2% (n = 360,000) | inhibition, % at 4.8 µM;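 note: 0% = DMSO wells and 100% = wells lacking the enzyme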
FadD28 FP inh – blocks FadD28 binding to the bisubstrate probe; fluorescence polarization; inhibition, % at 12.5 µM; actives 0.22% (n = 360,000); AID 588549; in the data active = inhibition above about 8.5%, passing the limit was not always enough; inconclusive = no clear call, values can overlap the other calls
BoNT A protease – inhibitors of Botulinum neurotoxin A light chain protease; multiplex microsphere protease substrate cleavage, flow cytometry; inhibition, % at 10 µM; actives 0.17% (n = 360,000); AID 588499; in the data active = inhibition above about 30%; inconclusive = no clear call, values can overlap the other calls; note: plate controls were buffer without enzyme for full effect and enzyme alone for no effect
Mtb FBA inh – inhibits M. tuberculosis FBA enzyme | AID 588726 | inhibition, % at 1 µM | purified M. tuberculosis FBA, fluorescence read-out | P9WQA3 | actives 2.3% (n = 360,000); in the data active = inhibition above about 27%;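 note: 0% = vehicle and 100% = reference inhibitor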
Target sequence (P9WQA3 whole entry, looked up): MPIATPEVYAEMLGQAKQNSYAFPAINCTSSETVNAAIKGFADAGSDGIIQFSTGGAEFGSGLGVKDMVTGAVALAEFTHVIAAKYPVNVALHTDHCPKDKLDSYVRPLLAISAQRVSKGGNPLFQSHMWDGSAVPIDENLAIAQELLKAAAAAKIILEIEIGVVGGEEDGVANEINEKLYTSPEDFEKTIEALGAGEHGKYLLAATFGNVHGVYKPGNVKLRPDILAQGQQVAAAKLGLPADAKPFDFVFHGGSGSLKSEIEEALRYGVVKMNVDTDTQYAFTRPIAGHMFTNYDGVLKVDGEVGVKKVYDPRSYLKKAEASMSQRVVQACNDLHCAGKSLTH
CCHFV vOTU inh – CCHFV vOTU protease inhibition; Pep-AMC fluorescence; inhibition, % at 11.5 µM; actives 0.55% (n = 370,000); AID 651958; note: 0% = vehicle wells with enzyme and 100% = no enzyme wells
Mtb UGM inh – inhibitors of M. tuberculosis UDP-galactopyranose mutase; P9WIQ1; purified UGM, fluorescence polarization probe displacement; inhibition, % at 10 µM; actives 0.06% (n = 320,000); AID 504406; in the data active = inhibition above about 10%, passing the limit was not always enough; inconclusive = no clear call, values can overlap the other calls
Target sequence (P9WIQ1 whole entry, looked up): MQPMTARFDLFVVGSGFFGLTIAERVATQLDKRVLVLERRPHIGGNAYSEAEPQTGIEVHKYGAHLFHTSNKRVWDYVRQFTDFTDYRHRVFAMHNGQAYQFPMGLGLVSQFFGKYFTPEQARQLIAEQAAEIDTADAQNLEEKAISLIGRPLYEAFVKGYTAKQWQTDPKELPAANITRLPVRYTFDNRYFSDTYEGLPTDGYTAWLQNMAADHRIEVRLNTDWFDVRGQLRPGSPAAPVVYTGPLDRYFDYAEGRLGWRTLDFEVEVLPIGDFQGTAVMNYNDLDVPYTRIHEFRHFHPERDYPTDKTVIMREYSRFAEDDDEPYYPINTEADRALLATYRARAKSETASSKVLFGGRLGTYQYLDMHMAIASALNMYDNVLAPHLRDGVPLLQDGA
Mtb BioA inh – blocks M. tuberculosis BioA enzyme activity; purified M. tuberculosis BioA enzyme, plate reader; inhibition, % at 9.99 µM; actives 0.096% (n = 360,000); in the data active = inhibition above about 40%; inconclusive = no clear call, values can overlap the other calls
BoNT-F LC inh – BoNT F light chain protease inhibition | Multiplex microsphere protease cleavage assay, flow cytometry | inhibition, % at 10 µM | actives 0.22% (n = 360,000); in the data active = inhibition above about 35%, passing the limit was not always enough; inconclusive = no clear call, values can overlap the other calls; note: plate controls were buffer without enzyme for full effect and enzyme alone for no effect
Starred values were filed as active, the others as inactive; ? = inconclusive; . = not tested or not shown; & = joins results of further samples. Cut-off read from the data, not from the text of the source, unless noted: active = inhibition above about 30%; inactive = the rest.

1: CC(C)[C@H](NC(=O)c1ccccc1F)C(=O)NCCc1ccccc1
2: COc1ccc(CN(C)CCCn2cnc3c(SC)ncnc32)cc1OC
3: C=CCc1c(C)nc2c(C(=O)O)cnn2c1C
4: Cc1cc(OCC(=O)N2CCN(c3ccccc3)CC2)c2c(C)cc(=O)oc2c1
5: COc1ccc(-c2c(C#N)c(C)nc3c2C(=O)c2ccccc2-3)cc1
6: Cn1c(SCC(=O)N2CCCCCC2)nc2c(c1=O)SCC2
Screen / compound no.,1,2,3,4,5,6
PrPC surface inh,-5.6,-2.3,.,-1.5,-7.5,0.7
GDH-TPI inh,-11.3,0.5,-3.2,12.0,6.0,11.7
FadD28 FP inh,-4.7,0.0,-1.9,0.4,-3.7,-5.7
BoNT A protease,1.1,-0.4,0.1,1.4,1.8,-0.3
Mtb FBA inh,-1.5,-0.6,10.3,-1.0,1.7,-2.4
CCHFV vOTU inh,4.5,4.4,.,8.8,-1.1,3.6
Mtb UGM inh,0.5,.,-4.3,1.0,-2.5,-4.2
Mtb BioA inh,-0.8,-1.2,.,-3.8,1.0,8.2
BoNT-F LC inh,2.1,-3.9,-2.5,7.4,-5.5,4.7

7: CCOC(=O)CNC(=O)N1CCC(CCC(=O)N(C)Cc2ccccc2)CC1
8: O=C(C[C@@H]1C/C=C\C[C@H](Cc2ccc(F)cc2)C(=O)OC[C@@H](Cc2c[nH]c3ccccc23)NC1=O)NCCO
9: O=C(N/N=C/c1cc(O)ccc1[N+](=O)[O-])c1ccc2c(c1)OCCO2
10: Cn1c(Cn2c(=O)sc3ccccc32)nnc1SCC(N)=O
11: NC(=O)C(c1ccc(Cl)cc1)c1ncc(C(F)(F)F)cc1Cl (stereo not drawn)
12: O=C(N[C@@H](Cc1ccccc1)C(=O)O)c1ccncc1
Screen / compound no.,7,8,9,10,11,12
PrPC surface inh,-7.3,5.8,-16.5,-2.6,-5.9,-0.2
GDH-TPI inh,0.7,12.6,4.9,8.9,0.3,-0.8
FadD28 FP inh,-0.9,-0.9,2.0,-1.0,-1.7,-4.7
BoNT A protease,1.2,-0.4,0.3,-0.4,-3.1,-0.6
Mtb FBA inh,1.7,1.2,-6.0,0.4,-0.3,-1.8
CCHFV vOTU inh,23.3,-1.7,11.0,9.5,-0.8,4.2
Mtb UGM inh,1.1,3.6,-1.7,-0.5,0.1,2.2
Mtb BioA inh,0.1,0.0,1.9,-1.2,.,-0.4
BoNT-F LC inh,?,-11.2,-0.5,-4.6,-5.1,2.3

13: CN(c1ncc(C(F)(F)F)cc1Cl)n1cc(C(=O)O)c2ccccc2c1=O
14: CC(C)(C)c1cc(NCCCn2ccnc2)n2ncc(-c3ccccc3)c2n1
15: Cc1cc(N2CCN(c3nc4ccccc4s3)CC2)n2ncnc2n1
16: Nc1c(N(Cc2ccco2)C(=O)c2ccccc2F)c(=O)[nH]c(=O)n1Cc1ccccc1
17: CCOc1ccc(CNS(=O)(=O)c2ccc3c(c2)CC(=O)N3C)cc1
18: Cc1ccccc1OCC(=O)OCC(=O)NCc1ccccc1Cl
Screen / compound no.,13,14,15,16,17,18
PrPC surface inh,-4.4,9.7,8.8,-5.4,0.5,5.0
GDH-TPI inh,-1.8,9.2,11.9,-3.5,7.6,2.9
FadD28 FP inh,-1.9,-1.2,-2.0,-2.8,-1.6,1.1
BoNT A protease,0.0,.,0.4,0.7,-1.7,1.4
Mtb FBA inh,-1.5,14.8,1.6,-2.6,-0.8,5.0
CCHFV vOTU inh,17.3,4.6,-7.4,2.8,8.2,9.6
Mtb UGM inh,-0.6,-1.3,-0.4,.,-0.9,1.9
Mtb BioA inh,-0.5,-0.8,3.8,-0.2,-0.8,-1.4
BoNT-F LC inh,-2.8,.,3.5,-4.9,-0.9,9.0

Reformatted: results already given.
item | compound | PrPC surface inh | GDH-TPI inh | FadD28 FP inh | BoNT A protease | Mtb FBA inh | CCHFV vOTU inh | Mtb UGM inh | Mtb BioA inh | BoNT-F LC inh
13 | CN(c1ncc(C(F)(F)F)cc1Cl)n1cc(C(=O)O)c2ccccc2c1=O | -4.4 | -1.8 | -1.9 | 0.0 | -1.5 | 17.3 | -0.6 | -0.5 | -2.8
15 | Cc1cc(N2CCN(c3nc4ccccc4s3)CC2)n2ncnc2n1 | 8.8 | 11.9 | -2.0 | 0.4 | 1.6 | -7.4 | -0.4 | 3.8 | 3.5
14 | CC(C)(C)c1cc(NCCCn2ccnc2)n2ncc(-c3ccccc3)c2n1 | 9.7 | 9.2 | -1.2 | . | 14.8 | 4.6 | -1.3 | -0.8 | .
17 | CCOc1ccc(CNS(=O)(=O)c2ccc3c(c2)CC(=O)N3C)cc1 | 0.5 | 7.6 | -1.6 | -1.7 | -0.8 | 8.2 | -0.9 | -0.8 | -0.9

The results go on:
19: CCC1SC(CC)C(=O)N(CC(=O)NC2CCCCC2)C1=O (stereo not drawn)
20: CN(C)c1ccnc2sc3c(=O)n(Cc4ccccc4)cnc3c12
21: CSc1ccc(S(=O)(=O)NCc2ccccc2Cl)cc1
22: O=[N+]([O-])c1ccc(CS(=O)(=O)c2ccc(Cl)cc2)cc1
23: Cc1c(C)n(C)c2ccc(C(=O)NCCCN3CCCCC3C)cc12 (stereo not drawn)
24: Cn1c(SCC(=O)Nc2ccc3c(c2)OCCO3)nnc1-c1cccnc1
Screen / compound no.,19,20,21,22,23,24
PrPC surface inh,11.8,.,0.1,-24.7,-4.0,-6.3
GDH-TPI inh,0.0,14.8,7.1,1.3,2.2,-1.8
FadD28 FP inh,-0.4,-1.0,-0.5,-0.8,0.7,-2.4
BoNT A protease,1.0,?,-1.9,-3.8,3.5,3.7
Mtb FBA inh,4.6,1.0,2.8,3.4,-2.4,-0.4
CCHFV vOTU inh,-8.8,.,3.2,4.9,-8.6,-6.0
Mtb UGM inh,.,-0.7,2.8,1.7,-1.0,2.0
Mtb BioA inh,.,.,-3.1,-1.5,4.5,2.4
BoNT-F LC inh,6.0,4.2,-9.3,-17.9,-10.5,-10.9

25: CS(=O)(=O)Nc1cccc(C2=NN(S(=O)(=O)c3ccccc3)C(c3ccco3)C2)c1 (stereo not drawn)
26: COC1=CC(=O)OC(CCc2ccc3c(c2)OCO3)C1 (stereo not drawn)
27: CCOc1ccc(S(=O)(=O)Nc2cccnc2)cc1
28: NC(=O)NN=C1CCN2CCCc3cccc1c32
29: CN(Cc1ccncn1)C(=O)C1CCC(=O)N(Cc2cccc(C(F)(F)F)c2)C1 (stereo not drawn)
30: COc1ccc(N=C(C)c2sc3ccccc3c2O)cc1
Screen / compound no.,25,26,27,28,29,30
PrPC surface inh,-1.8,9.4,-1.2,0.4,-3.2,12.4
GDH-TPI inh,-2.1,-10.8,4.5,9.3,-4.1,3.8
FadD28 FP inh,-2.4,?,1.3,-0.6,-0.1,-2.5
BoNT A protease,-1.0,-0.2,1.1,0.4,-0.7,-2.0
Mtb FBA inh,-4.0,3.3,-0.6,3.2,-0.8,0.3
CCHFV vOTU inh,6.1,1.2,3.5,-11.9,-1.8,8.0
Mtb UGM inh,2.0,.,-1.5,.,1.3,0.1
Mtb BioA inh,.,-1.4,-1.0,-1.3,0.7,1.1
BoNT-F LC inh,-7.4,-3.9,9.4,-5.0,9.3,-13.6

31: O=C(NC1CCCCC1)C(c1cccs1)N(Cc1cccs1)C(=O)c1cccs1 (stereo not drawn)
32: Cc1ccc(C(O)(c2ccc(C)c(C)c2)C2CN3CCC2CC3)cc1C (stereo not drawn)
33: CN1CCN(C(=O)C2=C[C@@H](c3coc4ccccc4c3=O)C[C@@H](OCc3ccc(CO)cc3)O2)CC1
34: COc1ccc(CNc2ncnc(N)n2)cc1
35: CCN(Cc1ccccc1)C(=O)Cn1c(=O)oc2ccccc21
36: O=C(C1CCN(S(=O)(=O)c2cccc3cccnc23)CC1)N1CCN(c2ccccn2)CC1
Screen / compound no.,31,32,33,34,35,36
PrPC surface inh,4.1,-0.6,2.0,2.6,6.7,6.0
GDH-TPI inh,-3.5,4.4,1.8,-6.3,1.6,7.5
FadD28 FP inh,-5.2,-0.5,-0.7,-3.3,-1.8,4.3
BoNT A protease,0.1,2.6,0.5,-0.1,-0.4,-0.7
Mtb FBA inh,2.1,-1.8,4.0,7.2,3.5,15.1
CCHFV vOTU inh,1.4,8.2,6.1,-3.7,-4.4,8.1
Mtb UGM inh,-2.0,-1.7,-1.4,1.3,-0.4,-1.9
Mtb BioA inh,-0.4,-1.3,-0.9&-0.2,-0.2,11.5,-2.9
BoNT-F LC inh,-9.1,10.3,9.0,-5.3,2.2,-7.8

37: CCOC(=O)Cc1csc(SCC(=O)NC(C)C23CC4CC(CC(C4)C2)C3)n1 (stereo not drawn)
38: N#CC(C(=O)Nc1cccc(Cl)c1)=C1Nc2ccccc2N1
39: Clc1ccccc1/C=N/Nc1cc(N2CCOCC2)ncn1
40: COc1cc(CNC(C)(C)CO)ccc1OCC(=O)NC(C)(C)C
41: CS(=O)(=O)N(CC(=O)NCCc1ccccc1)C1CCCCC1
42: CCN(Cc1ccncc1)C(=O)Cc1cccs1
Screen / compound no.,37,38,39,40,41,42
PrPC surface inh,3.2,8.6,0.8,0.6,2.0,-2.2
GDH-TPI inh,9.7,30.4,17.4,5.7,-4.4,3.5
FadD28 FP inh,-1.7,-0.5,0.8,-3.2,-3.3,1.0
BoNT A protease,-0.3,-0.1,0.3,1.0,4.8,1.8
Mtb FBA inh,-1.0,0.3,1.1,-2.6,3.7,-1.1
CCHFV vOTU inh,-2.0,-3.2,-18.4,2.3,-9.6,-9.8
Mtb UGM inh,.,-0.4,-1.6,-4.2,-1.7,-0.9
Mtb BioA inh,0.3,-2.9,-3.3,.,1.3,1.3
BoNT-F LC inh,-12.7,-5.4,13.3,2.2,6.8,?

43: CC(C)N(C(=O)Nc1ccc2nccnc2c1)C(C)C
44: COc1ccc(S(=O)(=O)N(CC(=O)N2CCN(c3ccccc3)CC2)c2ccccc2)cc1
45: COc1cc(CC(=O)NCc2ccco2)cc(OC)c1OC
46: N#Cc1ccc(-c2nc3ccc(Br)cn3c2Cc2ccccc2C(F)(F)F)cc1
47: Cc1cn2c(=O)c(C(=O)N3CCN(c4ccccc4Cl)CC3)cnc2s1
48: COCCN1Cc2cccc(C(=O)Nc3cc(C)cc(C)c3)c2C1=O
Screen / compound no.,43,44,45,46,47,48
PrPC surface inh,1.4,2.9,8.3,23.0,4.1,-5.5
GDH-TPI inh,1.1,3.6,-2.5,.,13.4,3.8
FadD28 FP inh,-3.6,0.6,-1.1,-0.8,-1.9,-2.0
BoNT A protease,1.3,0.4,-0.4,4.4,-2.5,-1.0
Mtb FBA inh,11.7,-1.3,-5.4,0.6,-1.9,2.2
CCHFV vOTU inh,-21.7,4.4,-9.7,25.6,2.3,11.7
Mtb UGM inh,1.9,1.9,1.1,.,0.7,1.2
Mtb BioA inh,-0.8,.,0.1,-2.4,.,-0.7
BoNT-F LC inh,?,-1.7,11.0,0.0,-11.4,-15.9

49: CC(=O)Nc1ccc(NCCc2cccs2)cc1
50: CC(C)CC(CCc1ccccc1)OS(N)(=O)=O (stereo not drawn)
51: Cc1ccc(S(=O)(=O)Nc2ccccc2N2CCOCC2)cc1
52: CCN(CC)c1ccc(NC(=O)CN2CCN(CC(=O)Nc3ccccc3F)CC2)cc1
53: Cc1cc(Cl)ccc1C(O)c1ncc(-c2cccc(F)c2)[nH]1 (stereo not drawn)
54: CC(C)(C)c1cc(C(=O)N/N=C/c2ccccn2)n[nH]1
55: O=C(O)/C=C/c1ccc(S(=O)(=O)NCc2cccnc2)cc1
56: O=C(N/N=C/c1ccc(N2CCOCC2)cc1)c1ccc(NS(=O)(=O)c2cccs2)cc1
Screen / compound no.,49,50,51,52,53,54,55,56
PrPC surface inh,0.8,-1.2,8.2,-8.5,-0.6,-1.4,-0.9,0.2
GDH-TPI inh,.,0.9,-1.7,-6.8,0.4,-6.1,-8.2,35.3*
FadD28 FP inh,-2.8,-2.7,-1.4,-3.1,-0.2,-4.0,-2.2,-2.3
BoNT A protease,-0.9,0.5,-0.7,-0.2,-0.7,-2.0,0.2,0.0
Mtb FBA inh,-2.0,-0.7,0.8,-0.9,3.8,-2.5,4.3,6.3
CCHFV vOTU inh,-9.7,1.2,-2.3,-0.1,-2.0,-4.3,0.5,13.3
Mtb UGM inh,.,-1.3,2.3,-2.0,.,-1.6,-4.3,-0.9
Mtb BioA inh,-2.5,2.9,0.1,1.5,1.0,0.1,1.1,.
BoNT-F LC inh,-7.2,-3.8,-6.1,-4.9,-7.1,?,4.4,1.3

High-throughput results as filed in PubChem.
